# Bioassay records as filed in PubChem.
# ROMK primary: human ROMK K+ channel modulation, primary screen; P48048; Tet-inducible ROMK, thallium flux fluorescence; actives lie on both sides; B-score at 10 µM; 2% of 130,000 active; AID 1918;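 active = signal ratio slope over the read window, or its plate-corrected B-score, at least 3 SD from the plate mean, either direction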;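 also: B-score of the F/F0 ratio slope over 7 to 12 s after thallium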
# Target sequence (P48048 whole entry, looked up): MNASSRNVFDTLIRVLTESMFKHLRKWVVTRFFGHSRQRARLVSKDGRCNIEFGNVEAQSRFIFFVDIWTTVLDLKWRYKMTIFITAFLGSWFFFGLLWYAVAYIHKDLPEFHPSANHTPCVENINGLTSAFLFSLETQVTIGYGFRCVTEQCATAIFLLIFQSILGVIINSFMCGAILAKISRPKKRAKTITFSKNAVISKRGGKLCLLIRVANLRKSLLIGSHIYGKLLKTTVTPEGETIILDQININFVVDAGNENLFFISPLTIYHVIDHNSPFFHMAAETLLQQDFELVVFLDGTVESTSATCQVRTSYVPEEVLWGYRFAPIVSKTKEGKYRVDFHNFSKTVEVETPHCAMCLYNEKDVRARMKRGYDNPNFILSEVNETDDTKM
# STAT3 blocker: inhibitors of IL-6 induced STAT3 signaling. U3A cells, IL-6 STAT3-luciferase reporter, luminescence; host cell line lacks STAT1. inhibition, % at 5.5 µM. 0.89% of 190,000 active;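 active = inhibition above the mean inhibition across all screened compounds plus 3 SD, cut at about 44% in these data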;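 also: 0% = DMSO only wells and 100% = 100 µM nifuroxazide control wells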
# NF-kB expr up: raises NF-kB expression in human neuronal cells; 1.6% of 190,000 active; fold change at 12.5 µM; NF-kB reporter expression; active compounds read high; in the data active = fold change above about 3.3
# APP 5UTR inh: APP translation inhibition. SH-SY5Y APP 5'UTR-luciferase reporter, luminescence. inhibition, % at 2 µM. 0.82% of 190,000 active. AID 1285;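 active = inhibition above a set limit, derived from the sample mean plus 3 SD, cut at about 45% in these data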; also: values of inactives mirror those of a sister screen read the other way
# FLuc act counter: affects firefly luciferase, flagging false hits in luciferase stimulation screens; P08659; ATPlite luciferase biochemical, luminescence, 10 min; 0 = ATP-free wells, 1 = DMSO control; activation factor at 10 µM; 200,000 tested, under 10 active; AID 1027;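 active = luciferase activation factor, scaled between plate controls, of at least 2 with compound at 10 µM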
# Target sequence (P08659 whole entry, looked up): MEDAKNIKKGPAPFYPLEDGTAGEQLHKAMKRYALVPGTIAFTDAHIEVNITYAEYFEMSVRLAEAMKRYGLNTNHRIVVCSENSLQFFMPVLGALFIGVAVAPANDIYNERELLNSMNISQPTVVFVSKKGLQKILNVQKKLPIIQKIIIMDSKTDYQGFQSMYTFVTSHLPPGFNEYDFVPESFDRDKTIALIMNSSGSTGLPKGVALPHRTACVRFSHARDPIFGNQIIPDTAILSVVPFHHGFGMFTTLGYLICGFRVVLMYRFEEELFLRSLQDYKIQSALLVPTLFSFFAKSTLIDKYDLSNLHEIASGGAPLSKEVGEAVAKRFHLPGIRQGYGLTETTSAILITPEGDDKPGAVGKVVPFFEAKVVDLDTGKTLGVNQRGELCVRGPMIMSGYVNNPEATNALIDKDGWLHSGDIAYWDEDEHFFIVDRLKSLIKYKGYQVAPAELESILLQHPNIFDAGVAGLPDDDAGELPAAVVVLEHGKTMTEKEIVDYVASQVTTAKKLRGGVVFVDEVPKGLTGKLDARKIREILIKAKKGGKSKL
#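 Assay system: Luciferase/luciferin reagent mix; Medium: PBS as buffer for the ATP substrate; Dosing: test compounds dosed from 2 mM stocks in 100% DMSO; Times: 10 min, room temperature; Signal: luminescence from luciferase reaction; Read-out: luciferase activation; Controls: No-ATP low control, compound-free enzyme-plus-ATP high control.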
# FLuc inhib CS: Photinus pyralis luciferase inhibition counter-screen; inhibition, % at 10 µM; AID 1006; ATPLite firefly luciferase biochemical luminescence, 10 min; 1.5% of 200,000 active; P08659;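 active = inhibition above about 50% when tested at 10 µM, limit read from the data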
# STAT3 activator: increases IL-6 driven STAT3 reporter signal; U3A cells, IL-6 STAT3-luciferase reporter, luminescence; 100% = signal with IL-6 EC80 alone; activation (% of control), % at 5.6 µM; 0.91% of 190,000 active;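 active = activation above the screen-wide mean of compound activation plus 3 SD, cut at about 130% in these data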;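 also: 0% = background luminescence of wells with medium and substrate only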
#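 Test system: STAT3-luciferase reporter U3A cells; Detection: reporter luminescence signal; Times: 1 h compound pre-exposure, 6 h IL-6 stimulation, 37 °C; Benchmarks: IL-6-only high control; Also added: IL-6 stimulus at 33 ng/mL final.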
# STAT1 inh: reduces IFN-gamma driven STAT1 reporter signal; NIH 3T3 STAT1-luciferase reporter, luminescence; inhibition, % at 5.5 µM; 0.35% of 200,000 active;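 active = inhibition above a set limit, the mean inhibition across all tested compounds plus 3 SD, cut at about 34% in these data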;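 also: 0% = IFN-gamma with DMSO and 100% = IFN-gamma with 300 µM nifuroxazide; values of inactives mirror those of a sister screen read the other way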
# STAT1 act: increases IFN-gamma driven STAT1 reporter signal. AID 932. activation (% of control), % at 5.5 µM. NIH 3T3 STAT1-luciferase reporter, luminescence; 100% = IFN-gamma alone, no compound. 2.6% of 200,000 active;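 active = activation above the screen-wide mean activation plus 3 SD, cut at about 130% in these data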;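 also: raw ratio to IFN-gamma control signal so 100% means no change and 0% no light; values of inactives mirror those of a sister screen read the other way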
# APP 5'UTR act: activates APP 5'UTR luciferase reporter; SH-SY5Y APP 5'UTR luciferase reporter, luminescence; zero percent = DMSO vehicle wells; activation, % at 2 µM; 1% of 190,000 active; AID 1276;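 active = activation above a set limit, based on mean plus 3 SD of controls, cut at about 140% in these data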; also: values of inactives mirror those of a sister screen read the other way
# The depositor's hits bear a star; x = not tested or not shown.
SMILES,ROMK primary,STAT3 blocker,NF-kB expr up,APP 5UTR inh,FLuc act counter,FLuc inhib CS,STAT3 activator,STAT1 inh,STAT1 act,APP 5'UTR act
CCOc1cc(S(=O)(=O)n2nc(C)cc2C)ccc1Br,x,9,1.1,-18,1,-1,96,-2,100,18
Cc1csc(SCC(=O)NCCc2ccc(Cl)cc2Cl)n1,-0.68,13,1.2,8,1,-2,92,-6,106,-8
O=C1CC(O)(c2ccccc2)C(c2ccccc2)=C1c1ccccc1 (stereo unspecified),-1.6,-3,1.1,-9,1.1,-7,106,0,100,9
COC(=O)c1onc(C(=O)c2ccccc2)c1C(=O)OC,-0.34,4,1.1,-5,1,-2,100,-8,108,5
N#C/C(=C\c1ccccc1Cl)C(=O)NC(=O)Oc1ccccc1,-4.3*,6,0.92,-3,1,-1,100,2,98,3
COc1ccc(NC(=O)c2cnc(C)cn2)c2ncccc12,x,8,0.54,6,1,-5,96,-1,101,-6
Cc1cc(C)nc(SCCN(C)C)n1,1.2,5,1.1,22,1,0,98,3,95,-22
Cc1[nH]n(-c2ccccc2)c(=O)c1-c1ccc(Cl)cc1,x,-1,1.4,6,0.9,9,102,0,99,-6
CCCS(=O)(=O)C(=C(Nc1ccccc1)Nc1ccccc1)S(=O)(=O)CCC,1.6,-2,1.2,-8,1,-4,102,2,98,8
COC(=O)C1CCN(Cc2ccc(C)cc2)CC1,x,5,1.1,-30,1,-4,97,0,100,30
COc1ccc(-n2c(COc3ccc4ccccc4c3)nnc2SCC(=O)NCc2ccco2)cc1,-0.48,10,0.77,x,1,0,97,-1,101,x
C/C(CC(=O)Nc1ccc(Cl)cc1)=N\NC(=O)C(=O)N1CCCCC1,-0.28,11,1.5,8,1,1,92,-6,104,-8
COc1ccc(C2C(C#N)=C(N)N(c3ccccc3C#N)C3=C2C(=O)CCC3)cc1CN1CCCC1 (stereo unspecified),1,0,1.1,-3,1.1,-7,98,-4,106,3
Cc1nn(CC(=O)NCCc2ccc(Cl)cc2Cl)c(C)c1[N+](=O)[O-],x,-6,0.93,3,1.1,-6,101,-4,103,-3
Cc1ccc(OCCCn2ccnc2)c([N+](=O)[O-])c1,-0.17,10,1.3,0,0.9,12,90,1,99,0
O=S(=O)(/C=C/c1ccccc1)Nc1ccc2c(c1)OCO2,x,4,1.2,-10,1.1,-6,99,7,93,10
Cc1[nH]c2ccccc2c1SCCN,x,-4,x,-7,x,x,107,9,91,7
Cc1oc2cc(O)ccc2c(=O)c1Oc1ccc2ccccc2c1,x,-6,1.2,-2,1,-1,105,10,91,2
CCOC(=O)c1csc(NC(=O)CSc2nnnn2-c2ccc(OCC)cc2)n1,x,5,1.4,14,1.1,-8,99,1,99,-14
O=C(CSc1nc(-c2ccccc2)c(-c2ccccc2)o1)Nc1nncs1,0.63,2,1.1,4,1.1,-7,98,-2,102,-4

# As entered above:
# `Cc1ccc(OCCCn2ccnc2)c([N+](=O)[O-])c1` in STAT1 act is listed with 99
# `O=C1CC(O)(c2ccccc2)C(c2ccccc2)=C1c1ccccc1` (stereo unspecified) in NF-kB expr up is listed with 1.1

# (more compounds)
SMILES,ROMK primary,STAT3 blocker,NF-kB expr up,APP 5UTR inh,FLuc act counter,FLuc inhib CS,STAT3 activator,STAT1 inh,STAT1 act,APP 5'UTR act
COc1cc(C2C3=C(CC(C)(C)CC3=O)Nc3c2c(=O)[nH]c(=O)n3Cc2ccccc2)ccc1O (stereo unspecified),-0.061,18,1.2,22,1,-5,91,8,92,-22
O=C(Cn1cnc2ccccc2c1=O)Nc1cccc(-c2nnc3n2CCCCC3)c1,x,-1,0.87,-7,1.1,-7,102,10,91,7
CC(C)CN1CCN(Cc2cccn2-c2ccccn2)CC1CCO (stereo unspecified),2,3,1.1,4,1.1,-7,108,-4,103,-4
Cc1cccc(N2C(=O)C3C(c4ccccc4)OC4(C(=O)c5ccccc5C4=O)C3C2=O)c1 (stereo unspecified),x,12,1.1,-3,1,1,98,0,97,3
COc1ccc(N2CCN(c3oc(-c4ccc(OC)c(OC)c4)nc3C#N)CC2)cc1,-0.0045,5,0.99,-3,1.1,-5,98,0,100,3
O=C(CN1C(=O)C2C3CCC(C3)C2C1=O)OCC(=O)c1cccc([N+](=O)[O-])c1 (stereo unspecified),x,-3,1,6,1.1,-8,102,2,98,-6
Cc1csc(NC(=O)C2CCC(C)(C(=O)O)C2(C)C)n1 (stereo unspecified),0.079,-2,1.2,-5,1.1,-9,104,-3,103,5
O=C(NCc1cccnc1)c1ccc(CS(=O)(=O)Cc2ccc(Cl)cc2)o1,0.21,3,0.99,-17,1,-1,100,-1,101,17
O=C(CN(C1CC1)S(=O)(=O)c1ccc(S(=O)(=O)N2CCCCCC2)cc1)Nc1ccccc1,x,16,0.84,-11,1.1,-6,94,13,88,11
O=C(Nc1ccccc1)c1cccnc1NCCc1ccccc1,x,2,1.2,0,1,0,104,-16,114,1
COC(=O)c1sc2nc(CN3CCN(c4cccc(C(F)(F)F)c4)CC3)[nH]c(=O)c2c1C,x,4,1.1,1,1,-5,101,11,90,-1
Cn1cc(Br)c(C(=O)N2CCN(c3cccc(Cl)c3)CC2)n1,0.18,11,0.96,-33,1,1,94,4,97,33
COc1cc(NC(=S)Nc2cccnc2)cc(OC)c1OC,x,14,1.3,6,1,0,93,6,95,-5
COc1cccc(OCCCN2CCCCC2)c1,x,10,1.2,-4,1,-5,99,0,100,4
O=C(Cc1sc(Nc2ccccc2)nc1-c1ccccc1)NCc1ccccn1,0.17,-2,1.4,-8,1,2,106,-30,130*,8
CC(C)(C)OC(=O)NC(CCNC=C1C(=O)OC(C)(C)OC1=O)C(=O)O (stereo unspecified),x,5,1.2,-6,1.1,-7,99,2,98,6
CCc1cc(C(=O)COc2ccccc2F)c(O)cc1O,x,-10,0.9,1,1,1,111,4,96,-1
S=C(N/N=C/c1ccc2ncccc2c1)Nc1ccccc1,0.34,32,0.97,-1,0.5,55*,74,-4,105,1
Cn1/c(=N/N=C/c2ccc(N3CCOCC3)cc2)sc2ccccc21,x,8,1.8,-24,0.8,23,93,-31,129*,24
COCCCNCCOc1ccc(C(C)(C)c2ccccc2)cc1,-2.4,3,0.93,-30,1,-4,95,6,95,30
COCc1cc(C)nc(SC)c1C#N,-0.11,3,1.3,13,1,-5,101,-8,106,-13
O=C(CN1C(=O)C2CCc3[nH]c4ccccc4c3C2C1=O)N1CCCC1 (stereo unspecified),0.55,13,1.1,0,1,-2,93,5,95,0
O=C(Nc1cccc(C(F)(F)F)c1)c1cc(-c2cccs2)on1,x,11,1.5,-2,1,-4,94,0,100,2
COc1cccc(OCc2nc(-c3ccc(Br)o3)no2)c1,0.45,7,1.4,-31,1,0,97,7,93,31
CC(=O)c1c(C(C)=O)c(C)n(-c2ccc(C(=O)O)cc2)c1C,x,6,1.1,-11,1,-4,98,2,98,11
COc1cc(C(=O)Nc2ccc(S(=O)(=O)N3CCc4ccccc43)cc2)cc(OC)c1OC,-0.015,8,0.73,-4,1.1,-7,99,13,88,4
Cc1ccc(-c2nn3c(C)nnc3c3ccccc23)cc1S(=O)(=O)N1CCN(CCO)CC1,1.3,18,1,6,1.1,-8,88,12,89,-6
O=C1N/C(=N\N=C\c2ccco2)SC1Cc1ccc(F)cc1 (stereo unspecified),-0.21,1,0.9,10,1,-2,99,-1,102,-10
CCCNC(=O)NC(=O)CN1C(=O)NC(C)(c2ccc(C)cc2)C1=O (stereo unspecified),x,6,0.94,-2,1,-3,98,-7,106,2
CC1CCCCC1NC(=O)C1CCN(S(=O)(=O)c2ccc3c(c2)CCC(=O)N3)CC1 (stereo unspecified),x,11,1.2,9,1,1,98,-5,105,-9
CCc1ccc(OCc2nc(-c3ccccn3)no2)c(Br)c1,x,56*,3.2,-181,0.5,55*,57,0,100,181*
CCn1c(SCC(=O)Nc2nc3ccc(C)cc3s2)nc2c(c1=O)SC(C)C2 (stereo unspecified),x,24,0.73,3,1,-1,82,17,85,-3
Cc1ccc(SCCc2ccc(C)nc2)cc1,-0.06,23,1.3,-8,1,2,83,7,94,8
COC(=O)[C@H](C)NC(=O)Nc1cc(Cl)ccc1C,x,5,0.92,9,1,-5,99,-8,108,-9
CCC1CCCCN1Cc1ccc(OC)c(OC)c1 (stereo unspecified),x,5,0.95,-7,1,-5,99,3,97,7
CN(C)/C=C/C(=O)c1cccc(C(F)(F)F)c1,-0.8,13,1.2,-29,1,-3,98,-8,105,29
COC(=O)c1ccc(NCC(=O)N2CCCCCC2)cc1,-0.51,-3,1.6,-21,1,4,104,-16,114,21
Cc1[nH]n(-c2ccccc2)c(=O)c1CCOC(=O)c1cccc(C(F)(F)F)c1,x,-1,0.92,5,1.1,-5,103,-5,104,-5
O=C(O)/C=C/C(=O)NNC(=O)c1cc(-c2ccccc2)n[nH]1,0.42,15,1,-2,0.6,44,91,1,99,2
COc1ccc2c(c1)O[C@H](c1ccc3c(c1)OCO3)[C@@H](OC(=O)N[C@H]1CCCc3ccccc31)C2=O,-0.46,-14,1.5,10,1,0,109,5,95,-10
CCOC(=O)N1CCN(C(=O)c2cc(S(=O)(=O)N3CCCC3)cn2C)CC1,x,15,1.3,3,1,1,92,0,100,-3
COc1ccc(Oc2c(Cl)cnn(-c3ccc(Cl)c(Cl)c3)c2=O)cc1,x,20,1.3,-11,1,-4,91,3,97,11
COc1ccc(NC(=S)N(CCCN2CCCC2)Cc2cccs2)cc1,-1.7,19,1.1,-5,1,-1,84,4,97,5
CC(C)(C)c1csc(NNC(=O)c2ccc(Br)cc2)n1,0.66,12,1.8,-34,1,-4,94,-32,126,33
COCCn1c(SCc2nnc(-c3ccccc3)o2)nc2sc3c(c2c1=O)CCC3,-0.68,-3,1.4,-2,1,-5,107,-4,104,2
O=C(COC(=O)C1CCN(C(=O)c2ccc(Cl)cc2)CC1)c1ccco1,-0.32,0,0.87,-4,1.1,-6,103,2,98,4
CCc1nccn1C(=O)c1cnn2c(C(F)F)cc(-c3ccc(C)cc3)nc12,x,14,0.9,3,1.1,-5,85,-4,104,-3
Cc1ccc(C(=O)NC(NCc2ccccc2)C(Cl)(Cl)Cl)cc1 (stereo unspecified),0.13,3,1.1,8,1.1,-6,95,3,100,-8
N#Cc1cc2c([nH]c1=S)CCCC2,0.36,2,1.2,18,0.9,14,102,-1,101,-18
CC(C)C1Cc2[nH]c(=O)c(C(=O)O)cc2CO1 (stereo unspecified),-0.098,7,1.1,-13,1,-1,96,3,97,13

# 4 entries from above, with two lines to a compound:
# Order of results – ROMK primary, STAT3 blocker, NF-kB expr up, APP 5UTR inh, FLuc act counter, FLuc inhib CS, STAT3 activator, STAT1 inh, STAT1 act, APP 5'UTR act
- CCOC(=O)N1CCN(C(=O)c2cc(S(=O)(=O)N3CCCC3)cn2C)CC1
  x, 15, 1.3, 3, 1, 1, 92, 0, 100, -3
- COc1ccc(Oc2c(Cl)cnn(-c3ccc(Cl)c(Cl)c3)c2=O)cc1
  x, 20, 1.3, -11, 1, -4, 91, 3, 97, 11
- COc1ccc(NC(=S)N(CCCN2CCCC2)Cc2cccs2)cc1
  -1.7, 19, 1.1, -5, 1, -1, 84, 4, 97, 5
- CC(C)(C)c1csc(NNC(=O)c2ccc(Br)cc2)n1
  0.66, 12, 1.8, -34, 1, -4, 94, -32, 126, 33
